U2OS ROS induce – raises reactive oxygen species in U2OS cancer cells | 2% of 46,000 active | U2OS ROS induction, H2DCF-DA fluorescence | AID 624156 | ROS induction (% of piperlongumine), % at 10 µM; in the data active = ROS induction above about 79%, passing the limit was not always enough; inconclusive = no clear call, values can overlap the other calls;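 also: 0% = DMSO vehicle median and 100% = reference compound median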
* hit, by the source's call; ? = inconclusive. Only part of the results is shown; rates above refer to the full screens.

SMILES	U2OS ROS induce
Cc1ccc(S(=O)(=O)N2CCCC(C(=O)NCc3ccccn3)C2)cc1 (centres undefined)	-7
O=C(CCN1C(=O)c2ccccc2C1=O)Nc1ccc(-c2nc3ccccc3[nH]2)cc1	-1
C[C@@H]1CN([C@H](C)CO)C(=O)CCCn2cc(nn2)CO[C@@H]1CN(C)S(=O)(=O)c1ccc(C#N)cc1	23
CCc1cccc(C)c1NC(=O)CCC(=O)N1CCOc2ccccc21	-9
COc1ccc(S(=O)(=O)Nc2cccc3c2O[C@H](CN(C)Cc2ccncc2)[C@H](C)CN([C@H](C)CO)C3=O)cc1	-5
COc1ccc(NC(=O)c2ccc(Cn3cc(Br)cn3)cc2)cc1OC	-4
O=C(Cn1sc2ccccc2c1=O)N1CCN(c2ccccc2)CC1	-8
C[C@@H]1CCCCO[C@@H](CN(C)Cc2ccncc2)[C@@H](C)CN([C@H](C)CO)C(=O)c2cc(N(C)C)ccc2O1	20
CC(C)(C)c1nc2scc(-c3ccc(Cl)cc3)n2n1	-9
C[C@]12C[C@@H](O)[C@@H]3C[C@@]1(O[C@@H]1O[C@H](CO)[C@@H](O)[C@H](O)[C@H]1O)[C@]3(COC(=O)c1ccccc1)C(=O)O2	-6
CC(C)(C)C(=O)Nc1ccccc1C(=O)NCc1cccnc1	4
C[C@H]1CN([C@@H](C)CO)C(=O)Cc2cc(N(C)C)ccc2O[C@H]1CN(C)S(=O)(=O)c1ccc(F)cc1	-10
Cc1ccc(S(=O)(=O)N(C)C[C@@H]2Oc3ccc(NC(=O)NC4CCCCC4)cc3C(=O)N([C@@H](C)CO)C[C@@H]2C)cc1	0
C=CCN(CC=C)C(=O)c1cc(-c2ccccc2)nc2ccccc12	22
Cc1ccc(-c2csc3ncnc(SCC(=O)Nc4ccc(N(C)C)cc4)c23)cc1	58
C=C(CCCCCCCC(=O)O)C(=O)O	-3
CC(C)NC(=O)Nc1ccc2c(c1)CC(=O)N([C@H](C)CO)C[C@@H](C)[C@@H](CN(C)S(=O)(=O)c1cn(C)cn1)O2	-3
Cc1noc(C)c1NC(=O)Nc1ccc2c(c1)CC(=O)N([C@@H](C)CO)C[C@@H](C)[C@@H](CN(C)Cc1ccc(C(=O)O)cc1)O2	10
COC(=O)c1cccc(C(=O)Nc2ccc(F)cc2)n1	6
C[C@@H]1CN([C@@H](C)CO)C(=O)c2cccc(NC(=O)C3CCOCC3)c2O[C@H]1CN(C)CC1CC1	3

Reprinted from the part before: 7 entries, followed by the next part.
SMILES	U2OS ROS induce
C=CCN(CC=C)C(=O)c1cc(-c2ccccc2)nc2ccccc12	22
Cc1ccc(-c2csc3ncnc(SCC(=O)Nc4ccc(N(C)C)cc4)c23)cc1	58
C=C(CCCCCCCC(=O)O)C(=O)O	-3
CC(C)NC(=O)Nc1ccc2c(c1)CC(=O)N([C@H](C)CO)C[C@@H](C)[C@@H](CN(C)S(=O)(=O)c1cn(C)cn1)O2	-3
Cc1noc(C)c1NC(=O)Nc1ccc2c(c1)CC(=O)N([C@@H](C)CO)C[C@@H](C)[C@@H](CN(C)Cc1ccc(C(=O)O)cc1)O2	10
COC(=O)c1cccc(C(=O)Nc2ccc(F)cc2)n1	6
C[C@@H]1CN([C@@H](C)CO)C(=O)c2cccc(NC(=O)C3CCOCC3)c2O[C@H]1CN(C)CC1CC1	3
Cc1ccc(S(=O)(=O)N(C)C[C@@H]2Oc3ccc(NC(=O)Cc4cn(C)c5ccccc45)cc3CC(=O)N([C@H](C)CO)C[C@@H]2C)cc1	?
Cc1nc(-c2nnc(-c3ccccc3)o2)c(C(F)(F)F)o1	4
COc1ccc(C)cc1NC(=O)C(C)NS(=O)(=O)c1ccc(Cl)cc1 (centres undefined)	-5
Cn1c(SCc2nc(-c3cccs3)no2)nnc1-c1ccccc1	-24
C[C@H](CO)N1C[C@H](C)[C@@H](CN(C)S(=O)(=O)c2cccs2)Oc2ccc(NC(=O)NC3CCCCC3)cc2C1=O	-2
C[C@H]1CN([C@@H](C)CO)C(=O)Cc2cc(NC(=O)Nc3ccc(C(F)(F)F)cc3)ccc2O[C@@H]1CN(C)Cc1ccc(Oc2ccccc2)cc1	7
O=C(O)CCCCCCC(=O)N/N=C/c1ccc(CO)o1	-4
O=C(NCCc1ccccc1)c1cccc(N2C(=O)C3CC=CCC3C2=O)c1 (centres undefined)	15
C[C@@H]1CN([C@@H](C)CO)C(=O)c2cc(NC(=O)Nc3ccc4c(c3)OCO4)ccc2O[C@H]1CN(C)CC1CCCCC1	11
Cn1c(CN2CCOCC2)nnc1SCC(=O)Nc1ccccc1Br	-8
C[C@H]1CN([C@@H](C)CO)C(=O)c2cccc(NC(=O)Nc3ccc(F)cc3)c2O[C@H]1CN(C)C(=O)Nc1ccc2c(c1)OCO2	1
O=C1C[C@H](c2ccccc2)Oc2c(Cc3ccccc3O)c(O)cc(O)c21	17
OC1(C(F)(F)F)CC(c2ccc(F)cc2)=NO1 (centres undefined)	2
C[C@H]1CN([C@@H](C)CO)C(=O)CCCn2nncc2CO[C@@H]1CN(C)C(=O)Nc1ccc(F)cc1	12
COc1ccc(S(=O)(=O)N(CC(=O)Nc2ccccc2F)C2CCCCC2)cc1Cl	4
Cc1noc(C)c1NC(=O)N(C)C[C@H]1Oc2ccc(NC(=O)c3ccncc3)cc2CC(=O)N([C@H](C)CO)C[C@H]1C	-10
CCC[C@@H]1C[C@@H](C(=O)N[C@@H]([C@H]2O[C@H](SC)[C@H](O)[C@@H](O)[C@@H]2O)[C@@H](C)O)N(C)C1	0
C[C@H]1CN([C@@H](C)CO)C(=O)c2cccc(NC(=O)C3CC3)c2O[C@H]1CN(C)C	-7
Cc1ccc(N(Cc2ccco2)C(=O)c2cccc(S(=O)(=O)N(C)C)c2)cc1	138*
CN(C)S(=O)(=O)N1CCN(CC(=O)Nc2ccc(Br)cc2)CC1	-9
O=C(CSc1nnc(-c2cccnc2)n1-c1ccccc1)N1CCc2ccccc21	0
CC(C)(C)NC(=O)Nc1cc(C(F)(F)F)cc(C(F)(F)F)c1	-7
C[C@@H]1CN([C@@H](C)CO)C(=O)CCCn2nncc2CO[C@@H]1CN(C)S(=O)(=O)c1ccccc1C#N	18
C[C@@H]1CN([C@@H](C)CO)C(=O)CCCn2nncc2CO[C@H]1CN(C)C(=O)CCC(F)(F)F	15
C[C@@H]1CN([C@H](C)CO)C(=O)c2cccc(NS(=O)(=O)c3ccccc3)c2O[C@H]1CN(C)Cc1ccc(C(=O)O)cc1	-10
C[C@H]1CN([C@@H](C)CO)C(=O)c2cc(NS(=O)(=O)c3ccc(F)cc3)ccc2O[C@@H]1CN(C)S(=O)(=O)c1ccc(F)cc1	8
COc1ccc(-n2nc3cc(C)c(NC(=O)COc4cccc(C)c4)cc3n2)cc1	-1
CNC(=O)c1cc2c(cn1)[nH]c1ccccc12	-7
C[C@H](CO)N1C[C@H](C)[C@@H](CN(C)C(=O)Nc2ccccc2C(F)(F)F)OCc2cn(nn2)CCCC1=O	10
C[C@H]1CN([C@@H](C)CO)C(=O)c2cccc(NS(=O)(=O)c3cn(C)cn3)c2O[C@@H]1CN(C)S(=O)(=O)c1cn(C)cn1	-15
C[C@@H]1CN([C@H](C)CO)C(=O)c2cc(NC(=O)C3CC3)ccc2O[C@@H]1CN(C)S(=O)(=O)c1ccccc1	-1
O=C1CCCN2N=C(SCc3ccc(C(F)(F)F)cc3)SC2=N1	2
C[C@H]1CN([C@@H](C)CO)C(=O)c2cc(NC(=O)CCC(F)(F)F)ccc2O[C@H]1CN(C)S(=O)(=O)c1cccs1	-14
CN(CC(=O)Nc1cccnc1)S(=O)(=O)c1cc(Cl)ccc1Cl	3
C[C@H](CO)N1C[C@H](C)[C@H](CN(C)C(=O)Nc2ccc(C(F)(F)F)cc2)Oc2ccc(NC(=O)Nc3ccc(F)cc3)cc2C1=O	96*
C[C@@H]1CN([C@H](C)CO)C(=O)c2cc(NC(=O)c3ccncc3)ccc2O[C@H]1CN(C)CC1CCCCC1	-10
CSc1ccccc1NC(=O)CN(C1CCCCC1)S(=O)(=O)c1ccc(F)cc1	36
C[C@H]1CN([C@@H](C)CO)C(=O)CCCn2cc(nn2)CO[C@H]1CN(C)S(=O)(=O)c1ccc(F)cc1	-12
C[C@H](CO)N1C[C@H](C)[C@@H](CN(C)S(=O)(=O)c2cccs2)Oc2c(NC(=O)Nc3ccccc3)cccc2C1=O	0
C[C@H](CO)N1C[C@H](C)[C@@H](CN(C)Cc2ccc(Cl)c(Cl)c2)Oc2ccc(NC(=O)Nc3cccc4ccccc34)cc2C1=O	32
CCC(C)OC(=O)COc1ccc2c(=O)c(Oc3cc(C)ccc3C)coc2c1 (centres undefined)	65
C[C@@H]1CN([C@H](C)CO)C(=O)Cc2cc(NC(=O)C3CCCCC3)ccc2O[C@H]1CN(C)S(=O)(=O)c1cccs1	4
C[C@H]1CN([C@@H](C)CO)C(=O)c2cccc(NS(C)(=O)=O)c2O[C@@H]1CN(C)C(=O)NC1CCCCC1	-7
CC1(C)CC(=O)C2=C(C1)NC(SCC(=O)Nc1ccccc1)=C(C#N)C2c1ccco1 (centres undefined)	54
CCCC(=O)N1CCC(c2ccc(OC)cc2)=N1	-1
COCCN(C(=O)Nc1ccc(Cl)c(Cl)c1)C1CCN(C(C)C)CC1	-12
COc1cc(CN(C(=S)NCC(=O)O)C2CCCC2)cc(OC)c1OC	-5
C[C@H](CO)N1C[C@H](C)[C@H](CN(C)Cc2ccc(C(=O)O)cc2)Oc2c(NC(=O)c3nc4ccccc4s3)cccc2C1=O	16
Cc1noc(C)c1S(=O)(=O)N(C)C[C@@H]1Oc2ccc(NS(=O)(=O)c3ccc(Cl)cc3)cc2C(=O)N([C@@H](C)CO)C[C@@H]1C	29
C[C@@H]1CN([C@H](C)CO)C(=O)CCCn2cc(nn2)CO[C@H]1CN(C)C(=O)Nc1cccc(C(F)(F)F)c1	-12
Oc1ccccc1C=Nc1ccccc1C(F)(F)F	-5
C[C@@H]1CN([C@@H](C)CO)C(=O)c2cc(NC(=O)Cc3cn(C)c4ccccc34)ccc2O[C@@H]1CN(C)S(=O)(=O)c1cccs1	18
COc1c2c(c(CSc3nnnn3-c3ccccc3)c(OC)c1OC)C(=O)OC2	-1
CCCCN(C(C)C)S(=O)(=O)c1ccc(C)cc1	-3
C[C@H]1CN([C@@H](C)CO)C(=O)Cc2cc(N(C)C)ccc2O[C@H]1CN(C)S(C)(=O)=O	13
Cc1ccc(S(=O)(=O)Nc2ccc3c(c2)C(=O)N([C@H](C)CO)C[C@@H](C)[C@H](CN(C)CC2CC2)O3)cc1	3
C=C1C(=C/C=C2\CCC[C@]3(C)[C@@H]([C@H](C)CCCC(C)(C)O)CC[C@@H]23)C[C@@H](O)C[C@@H]1O	-12
C[C@H]1CN([C@@H](C)CO)C(=O)Cc2cc(NC(=O)Cc3ccccc3)ccc2O[C@H]1CN(C)C(=O)Nc1ccc(C(F)(F)F)cc1	5
C[C@@H]1CCCCO[C@H](CN(C)C(=O)Cc2ccccc2)[C@@H](C)CN([C@H](C)CO)C(=O)c2cc(NC(=O)c3ccccc3)ccc2O1	2
Cc1ccc(S(=O)(=O)N(C)C[C@H]2Oc3ccc(NC(=O)Cc4ccccc4)cc3C(=O)N([C@@H](C)CO)C[C@H]2C)cc1	-14

3 entries drawn at random from those above, as already listed:
SMILES	U2OS ROS induce
C[C@@H]1CN([C@H](C)CO)C(=O)Cc2cc(NC(=O)C3CCCCC3)ccc2O[C@H]1CN(C)S(=O)(=O)c1cccs1	4
Cc1ccc(S(=O)(=O)N(C)C[C@H]2Oc3ccc(NC(=O)Cc4ccccc4)cc3C(=O)N([C@@H](C)CO)C[C@H]2C)cc1	-14
C[C@@H]1CCCCO[C@H](CN(C)C(=O)Cc2ccccc2)[C@@H](C)CN([C@H](C)CO)C(=O)c2cc(NC(=O)c3ccccc3)ccc2O1	2

Next results follow.
SMILES	U2OS ROS induce
O=C(C1CCC1)N1CCN(c2ccnc3cc(Cl)ccc23)CC1	49
CCn1cc(CN(C)C(=S)Nc2sc3c(c2C(=O)OC)CCC(C)C3)c(C)n1 (centres undefined)	14
CN(C)c1ccc(/C=N/NC(=O)CCCCCCC(=O)Nc2ccccc2O)cc1	1
COC(=O)COc1ccc(NC(=O)c2ccc(NC(C)=O)cc2)cc1	60
C[C@@H]1CN([C@H](C)CO)C(=O)Cc2cc(NC(=O)C3CC3)ccc2O[C@@H]1CN(C)CC1CCCCC1	13
C[C@@H]1CN([C@@H](C)CO)C(=O)c2cc(NS(=O)(=O)c3ccc(Cl)cc3)ccc2O[C@@H]1CN(C)S(=O)(=O)c1ccc(F)cc1	17
O=C(NC1CCN(Cc2cccc3ccccc23)CC1)c1ccccc1	25
C[C@@H]1CN([C@H](C)CO)C(=O)Cc2cc(NC(=O)Cn3cnnn3)ccc2O[C@@H]1CN(C)C(=O)Nc1ccc(C(F)(F)F)cc1	8
C[C@@H]1CN([C@@H](C)CO)C(=O)c2cc(NS(=O)(=O)c3ccc(F)cc3)ccc2O[C@@H]1CN(C)C(=O)Nc1ccc(F)cc1	-9
COc1ccc(CN(C)C[C@H]2Oc3ccc(NS(=O)(=O)c4ccc(Cl)cc4)cc3C(=O)N([C@H](C)CO)C[C@@H]2C)cc1	147*
Cc1ccc(S(=O)(=O)N(C)C[C@@H]2Oc3c(NC(=O)NC(C)C)cccc3C(=O)N([C@H](C)CO)C[C@@H]2C)cc1	-4
CC12CC3CC(C1)CC(NC(=O)c1ccc(Cl)cc1Cl)(C3)C2	32
CCc1ccc2oc(-c3ccc(C)c(NC(=O)COc4ccccc4)c3)nc2c1	-7
Cc1cc(C(=O)Nc2cccc3c2O[C@H](CN(C)S(=O)(=O)c2ccc(F)cc2)[C@H](C)CN([C@H](C)CO)C3=O)n(C)n1	-1
Cc1cc(C)c2c(N)c(C(=O)Nc3ccccc3)sc2n1	41
COc1ccc(CC(=O)NN2CCN(c3ccccc3)CC2)cc1	8
C=CCN1C(=O)C(Cc2cccc(Cl)c2)SC1=Nc1ccc(C(=O)O)cc1 (centres undefined)	-1
CC(C)CCNc1ncnc2c1sc1nc3c(cc12)COC(C)(C)C3	-9
C[C@H]1CN([C@@H](C)CO)C(=O)c2cc(N(C)C)ccc2O[C@@H]1CN(C)Cc1ccc(Cl)c(Cl)c1	0

Compound activity deposited in PubChem by Broad Institute.
